Source: PubChem
AddAB inh = growth inhibition of E. coli expressing H. pylori AddAB, primary screen, AddAB inhibitor project, absorbance. AID 435030, 2010. 330,000 compounds, 0.29% hits. inhibition, % at 11.9 µM; in the data active = inhibition above about 12%;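 note: 0% = vehicle wells of infected cells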
SR-BI DiI inh = inhibitors of SR-BI mediated HDL lipid uptake, primary screen, ldlA[mSR-BI] cells, fluorescence, single point | inhibition, % at 12.5 µM | ldlA[mSR-BI] CHO cells, DiI-HDL uptake fluorescence, 3 h | 320,000 compounds, 0.96% hits | Scavenger receptor class B member 1 (Mus musculus), Q61009;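 active = mean replicate inhibition of at least 70% and a set share of replicates each scoring 70 or more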;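 note: 0% = median of neutral control wells and 100% = median of positive control wells; values of inactives mirror those of a sister screen read the other way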
Target sequence (Q61009 whole entry, looked up): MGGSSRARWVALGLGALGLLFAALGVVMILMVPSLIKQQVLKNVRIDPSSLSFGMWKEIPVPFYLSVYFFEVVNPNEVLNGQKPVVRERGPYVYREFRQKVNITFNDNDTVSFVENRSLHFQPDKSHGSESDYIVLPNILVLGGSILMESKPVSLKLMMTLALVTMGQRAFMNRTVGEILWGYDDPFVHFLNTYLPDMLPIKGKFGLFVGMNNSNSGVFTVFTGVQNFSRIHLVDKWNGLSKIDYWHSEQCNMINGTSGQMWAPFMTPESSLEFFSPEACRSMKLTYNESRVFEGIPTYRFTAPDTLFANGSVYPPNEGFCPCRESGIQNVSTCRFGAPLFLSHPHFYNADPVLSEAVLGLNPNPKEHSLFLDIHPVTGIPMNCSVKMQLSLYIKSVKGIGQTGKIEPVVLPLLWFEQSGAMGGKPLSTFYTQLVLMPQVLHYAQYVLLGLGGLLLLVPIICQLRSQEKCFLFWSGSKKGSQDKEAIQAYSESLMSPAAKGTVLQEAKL
CAL PDZ FP-1 = untagged CAL PDZ binding inhibitors, primary screen, biochemical, fluorescence polarization, HTS; 300,000 compounds, 0.92% hits; AID 602252, 2012; purified CAL PDZ, TMR-peptide fluorescence polarization, 1 h; Golgi-associated PDZ and coiled-coil motif-containing protein (Homo sapiens), Q9HD26; inhibition, % at 24.9 µM;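 active = mean inhibition of at least 30% with at least half of replicates also reaching 30%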;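 note: 0% = DMSO neutral control and 100% = excess unlabeled competitor peptide PRC23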
MITF act = activators of MITF-driven TRPM1 promoter reporter, primary screen, cell-based, SK-MEL-5, luciferase, single point | SK-MEL-5 TRPM1-promoter luciferase, 24 h; % of positive control, neutral wells = 0 | activation, % at 12.5 µM | 300,000 compounds, 0.75% hits;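 active = mean activation of at least 80% with every replicate also reaching 80%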;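 note: 0% = neutral control wells and 100% = parthenolide positive control wells; values of inactives mirror those of a sister screen read the other way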
Wnt bcat act = Wnt/beta-catenin pathway activators, primary screen, cell-based, plate reader, single point. Wnt/beta-catenin reporter cell assay, activator. activation, % at 9.35 µM. 300,000 compounds, 1.2% hits. AID 743398, 2014; in the data active = activation above about 30%, passing the limit was not always enough;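 note: 0% = neutral control wells and 100% = positive control wells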
SR-BI uptake up = activators of SR-BI mediated DiI-HDL uptake, primary screen, ldlA[mSR-BI] CHO cells, DiI fluorescence. activation, % at 12.5 µM. 3 h; 100 = double the neutral-control signal. 320,000 compounds, 0.096% hits;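 active = mean replicate activation of at least 60% and every replicate at or above 60%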;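 note: 0% = median plate neutral-control signal and 100% = twice that signal; values of inactives mirror those of a sister screen read the other way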
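Test system: SR-BI-overexpressing, LDLR-lacking CHO cells; Medium: Ham's F12 with 0.5% BSA, HEPES 25 mM, pH 7.4; Schedule: 3 h, 37 °C; Technique: bottom-read fluorescence, 550/595 nm.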
Tat export inh = E. coli Tat export inhibitors, primary screen, MC4100, TorA-mCherry reporter, fluorescence, single point; inhibition, % at 10 µM; 340,000 compounds, 0.036% hits;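 active = mean replicate inhibition at least 50% and at least half of replicates individually reaching 50%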;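 note: exported cargo escapes ClpAP degradation while cytoplasmic cargo is degraded and loses fluorescence; 0% = median of neutral control wells and 100% = median of NaSCN control wells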
CAL PDZ FP-2 = CAL PDZ peptide-binding inhibitors, primary screen, biochemical, fluorescence polarization, Cer-tagged CAL PDZ, HTS. inhibition, % at 20 µM. Golgi-associated PDZ and coiled-coil motif-containing protein (Homo sapiens), Q9HD26. 330,000 compounds, 0.02% hits. AID 504414, 2011. purified CAL PDZ, TMR-peptide fluorescence polarization, 1 h;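 active = highest replicate inhibition of at least 40%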;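 note: plate controls were DMSO neutral control wells for no effect and unlabeled competitor peptide control wells for full effect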
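Read-out basis: mP drop reported as inhibition | Assay system: Tagged CAL PDZ protein CerCALP, purified | Benchmarks: Unlabelled peptide for full inhibition, DMSO wells as neutral | Schedule: 1 h incubation at room temperature before polarization reading | Buffer or medium: Sodium phosphate/NaCl buffer pH 7.4 with TCEP, IgG, Thesit | Doses: Single point, 20 µM | Measured by: Fluorescence polarization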
phage Ecoli inh = growth loss of phage-infected E. coli, primary screen, RecBCD inhibitor project, absorbance, with phage, HTS; inhibition, % at 11.9 µM; 360,000 compounds, 0.26% hits; AID 651602, 2012; in the data active = inhibition above about 11%
E coli growth = E. coli V3065 growth inhibition, primary screen, counter-screen for AddAB inhibitor project, absorbance, OD600; 18 h; inhibition, % at 11.9 µM; 330,000 compounds, 0.27% hits;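 active = inhibition above the campaign's mean inhibition across all tested compounds plus 3 SD, cut at about 9.9% in these data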;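 note: uninfected addAB+ strain grown without phage in ampicillin broth; 0% = DMSO wells and 100% = ciprofloxacin 0.95 µg/ml wells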
Active calls of the source: *; / = no result given.

canonical_smiles	AddAB inh	SR-BI DiI inh	CAL PDZ FP-1	MITF act	Wnt bcat act	SR-BI uptake up	Tat export inh	CAL PDZ FP-2	phage Ecoli inh	E coli growth
COCC(=O)Nc1nnc(-c2cccs2)s1	-3.6	-40	-7	17	7	40	2	/	1.7	-2.1
O=C(CSc1nnc(-c2ccc(O)cc2)o1)Nc1ccc2c(c1)OCCO2	0.3	6	0	50	/	-6	1	-0.1	5.5	0.8
COc1cccc2c1C(=O)c1c(O)c3c(c(O)c1C2=O)CC(O)(C(=O)CO)CC3OC1CC(N(C)C)C(O)C(C)O1 (stereo not drawn)	/	-11	8	/	-25	11	-16	13	1.4	/
Cc1ccccc1N1CC(C(=O)N2CC(C)CC(C)C2)CC1=O (stereo not drawn)	-0.2	4	1	-3	-4	-4	-2	-4.2	3.5	-2.0
COc1cccc(OC)c1C(=O)NC(C)c1ccccc1 (stereo not drawn)	0.5	-19	-2	6	0	19	2	-0.9	2.5	0.0
Cc1ccc(C)c2[nH]c(=O)c(CCNC(=O)CC(C)C)cc12	-0.2	4	/	-3	1	-4	6	-1.2	2.4	1.0
CC1CC(C)CN(C(=O)CSC2=Nc3ccccc3C3=NC(Cc4c[nH]c5ccccc45)C(=O)N23)C1 (stereo not drawn)	0.9	17	-11	/	/	-17	-5	-1.4	/	-2.4
O=C(Nc1ccc2oc(=O)ccc2c1)c1ccc2ccccc2c1	3.7	27	-2	50	11	-27	-3	-5.1	3.3	-2.8
COc1ccc(/C=C(\NC(=O)c2ccccc2)C(=O)OC[C@@H]2CCC[N+]3(C)CCCCC23)cc1OC (stereo partly drawn)	-1.8	-2	/	-8	-1	2	-14	0.8	3.4	0.2
COc1ccc(C(C)(C)C)cc1S(=O)(=O)N1CCN(C)CC1	3.1	-20	-1	11	/	20	-1	-0.8	0.8	1.4
O=C(c1ccc2snnc2c1)N1CCSCC1	0.8	6	-3	10	/	-6	-5	-0.4	3.1	0.8
CCOC(=O)N1CCN(C(=O)CN(c2cccc(C)c2)S(=O)(=O)c2ccc(C)cc2)CC1	-0.8	6	-1	-3	/	-6	0	-0.3	-2.0	-2.0
C=CC(C)Sc1nc2c(c(=O)n(C)c(=O)n2C)n1Cc1ccccc1Cl (stereo not drawn)	-3.2	10	/	/	-2	-10	5	-1.7	3.0	0.5
NS(=O)(=O)c1ccc(CCNC(=O)CN2CCN(S(=O)(=O)c3ccccc3F)CC2)cc1	0.6	/	/	/	-3	/	/	/	1.6	-0.2
O=C(c1ccc([N+](=O)[O-])cc1)N1CCCC1	1.1	-42	1	8	-1	42	4	-0.9	2.1	0.4

Complete entries as entered above:
COc1cccc2c1C(=O)c1c(O)c3c(c(O)c1C2=O)CC(O)(C(=O)CO)CC3OC1CC(N(C)C)C(O)C(C)O1 (stereo not drawn) reads AddAB inh: /; SR-BI DiI inh: -11; CAL PDZ FP-1: 8; MITF act: /; Wnt bcat act: -25; SR-BI uptake up: 11; Tat export inh: -16; CAL PDZ FP-2: 13; phage Ecoli inh: 1.4; E coli growth: /
C=CC(C)Sc1nc2c(c(=O)n(C)c(=O)n2C)n1Cc1ccccc1Cl (stereo not drawn) reads AddAB inh: -3.2; SR-BI DiI inh: 10; CAL PDZ FP-1: /; MITF act: /; Wnt bcat act: -2; SR-BI uptake up: -10; Tat export inh: 5; CAL PDZ FP-2: -1.7; phage Ecoli inh: 3.0; E coli growth: 0.5

(further entries)
canonical_smiles	AddAB inh	SR-BI DiI inh	CAL PDZ FP-1	MITF act	Wnt bcat act	SR-BI uptake up	Tat export inh	CAL PDZ FP-2	phage Ecoli inh	E coli growth
CC(=O)N1CCN(C(=O)c2cccc(S(=O)(=O)N3CCN(c4ccccc4)CC3)c2)CC1	-1.8	1	1	1	-3	-1	-1	0.1	1.7	1.1
CCN(C(=O)COC(=O)c1ccc([N+](=O)[O-])o1)c1cccc2ccccc12	2.7	-9	0	-43	-1	9	-3	-0.5	-0.3	2.4
Cc1ccccc1NC(=O)/C(=C/c1cccs1)NC(=O)c1ccco1	-0.1	-32	1	-2	-1	32	1	-2.2	2.6	-3.2
O=C(CCn1cccn1)Nc1ccc2c(c1)OCCO2	3.2	-22	-2	-3	1	22	4	-2.3	3.0	1.5
COc1ccc(-c2nc3c(s2)CN(S(C)(=O)=O)CC3)cc1OC	/	3	-12	/	3	-3	-6	-2.2	-1.6	/
CCn1c(P(C)(=O)O)nc2cc(NC(=O)c3ccccc3Cl)ccc21	-1.3	-28	-3	6	/	28	11	0.6	1.9	0.3
O=C1N=c2ccccc2=C1c1sc(=S)n(NC(=O)c2ccccc2)c1O	1.3	-27	/	/	4	27	-1	1.5	4.8	0.2
CC(C)N1C(=O)CCC1C(=O)O (stereo not drawn)	2.3	-17	/	3	-3	17	-7	-1.2	3.0	-0.6
CS(=O)(=O)N(CC(=O)N/N=C/c1ccccn1)c1ccc(Oc2ccccc2)cc1	-2.6	-3	-4	3	-2	3	-5	-2.6	-1.6	-6.2
O=S(=O)(NCc1ccc(F)cc1)c1cc(Br)ccc1Br	3.0	37	-5	14	18	-37	2	-0.4	3.6	1.2
O=C(CCNC(=O)c1ccc(Cl)cc1)NCC(c1ccco1)N1CCCCC1 (stereo not drawn)	3.6	-12	-2	-5	6	12	1	-1.9	0.4	-1.2
COc1ccc(C(=O)Cn2c(=O)oc3ccc(C)cc32)cc1	4.0	-16	-3	18	1	16	-1	-0.6	-0.2	2.8
C=C(C)c1cccc(C(C)(C)NC(=O)NCc2ccc(OC)cc2)c1	1.3	-6	-4	-2	0	6	0	-1.1	2.8	-0.9
COc1cc(OC)cc(C(=O)NCC(=O)OCc2csc(-c3ccccc3)n2)c1	-1.2	-11	0	-2	-26	11	11	-0.6	-0.3	-2.2
CCN(CC)C(=O)Cn1cc(C(=O)C(=O)N2CCN(Cc3ccc4c(c3)OCO4)CC2)c2ccccc21	-2.0	30	-3	-5	-1	/	0	0.2	-0.3	0.4
COc1ccccc1NCC(=O)NC(=O)NC1CCCCC1	1.7	5	19	25	-1	-5	3	0.7	2.2	-0.6
O=C(NCCC1=CCCCC1)c1cc(S(=O)(=O)N2CCOCC2)ccc1Cl	-1.9	-7	0	-11	-1	7	-3	-3.0	2.5	1.1
CCOc1ccccc1CN1CCC(O)CC1	3.0	5	-5	3	-4	-5	-7	0.4	1.2	-0.3
O=C(N/N=C/c1ccc(Cl)c([N+](=O)[O-])c1)c1cc(-c2ccc3c4c(cccc24)CC3)n[nH]1	-0.3	61	-4	-55	-4	-61	-6	-2.0	0.9	0.8
Cc1c(C(=O)OCC[N+]2(C)CCCCC2)oc2ccccc12	3.3	16	-4	-6	-4	-16	-1	0.1	5.0	1.0
CCC(=O)Nc1nonc1-c1nc2ccccc2n1CCC(C)C	0.0	-3	0	10	/	3	-2	0.1	-2.5	2.6
CN(Cc1ccccc1)C(=O)c1ccc2c(c1)OCO2	1.0	-12	-2	/	9	12	-1	-2.7	2.8	-0.8
CCOc1ccccc1N1CCN(C(=O)c2ccc(S(=O)(=O)Nc3ccccc3)cc2)CC1	2.2	42	-4	-6	-2	-42	3	-0.5	1.9	2.1
COc1ccc(/C(=C\Nc2ccc(C)c(C)c2)C(C)=O)cc1OC	3.3	25	1	14	1	-25	-7	-0.2	1.4	2.0
CCCN=C1N(CC)C[C@@H]2[C@@H]3C(=O)N(Cc4ccccc4)C(=O)[C@@H]3[C@](C)(C(=O)OC)N12	0.9	-17	-3	1	-1	17	-2	-0.1	3.4	0.0
CC(=NCCc1c(C)[nH]c2ccc(C)cc12)C1=C(O)CC(c2ccccc2)CC1=O (stereo not drawn)	2.5	46	/	6	-14	-46	8	0.0	1.8	0.6
CC(C)CCN1CCN(Cc2nc(-c3ccccc3)cs2)CC1CCO (stereo not drawn)	3.1	-8	1	0	-1	8	2	-4.0	4.6	-2.5
COC(=O)c1ccc(N2NC(=O)/C(=C/c3cc(OC)c(O)c(OC)c3)C2=O)cc1	1.8	-16	/	-1	-4	16	-7	-0.3	1.9	-1.2
N#CC(c1ccc([N+](=O)[O-])cc1)C(CC(=O)c1ccccc1)c1ccccc1 (stereo not drawn)	/	10	8	-3	0	-10	5	0.0	0.5	/
C=CCn1cnc2sc(C(=O)Nc3ccccc3OC)c(C)c2c1=O	1.5	39	-1	3	1	-39	-6	-3.3	3.3	-1.3
CCOC(=O)Cc1nnc(Nc2ccc(C(=O)NC)cc2)c2ccccc12	0.8	12	-3	/	1	-12	-2	-1.1	-0.7	1.0
COc1ccccc1N1CCN(/N=C/c2ccc(OC)c(OC)c2OC)CC1	2.3	51	-3	6	0	-51	4	-1.2	-0.5	-1.6
CSc1ccccc1NS(=O)(=O)c1cccc2nonc12	0.1	-28	-10	-6	1	/	-3	-0.1	3.2	-1.6
O=C(NC(=S)NCc1ccncc1)c1ccccc1	1.9	-32	-8	1	-8	32	6	-0.8	3.6	0.6
CN1C2CCC1CC(NS(=O)(=O)c1ccc(C#N)cc1)C2 (stereo not drawn)	2.4	-5	-3	13	-2	5	-6	-1.8	-0.1	-2.5
COC(=O)C1=C(C)NC(C)=C(C(=O)OCC(C)C)C1c1ccccc1[N+](=O)[O-] (stereo not drawn)	-0.5	22	-1	-15	-2	-22	10	-1.2	4.4	0.3
CCOc1ccc(S(=O)(=O)NCCCn2ccnc2)cc1NC(C)=O	0.2	-3	3	4	-1	3	-4	1.0	2.1	-0.4
O=C(NCc1ccc2c(c1)CCO2)Nc1cccc(C(F)(F)F)c1	3.3	7	/	/	1	-7	5	-0.7	11*	-1.2
Cc1ccc(C)c(NC(=O)c2cc3ccccn3n2)c1	-0.2	10	1	45	50*	-10	-2	0.1	3.0	-1.3
O=C(CSc1cccc[n+]1[O-])NCC1CCCCC1	-0.4	-14	1	0	-1	14	7	1.5	3.1	-0.2
Cc1ccc(S(=O)(=O)Nc2nccs2)cc1[N+](=O)[O-]	2.8	9	3	3	0	-9	-4	-0.4	2.8	1.2
NC(=O)c1ccccc1N1CCCCC1	4.3	-21	-3	/	-1	21	-5	0.2	3.5	0.5
COc1ccc(C(=O)N2CCN(S(=O)(=O)N3CCOCC3)CC2)cc1OC	0.3	-45	-5	7	0	45	-1	-4.7	-0.8	-2.6
